Growth percent in the NCI-60 one-dose screen (48 h, 10 µM unless noted): 100 = growth as untreated, 0 = no growth, -100 = all killed.
SK-MEL-2: SK-MEL-2 melanoma | 4.7% of 77,000 active | AID 1794763
BT-549: BT-549 breast cancer | 4.4% of 78,000 active
T-47D: T-47D breast cancer; 5% of 79,000 active; AID 1794792
UACC-257: UACC-257 melanoma; 4.4% of 78,000 active
UACC-62: UACC-62 melanoma; 5.4% of 81,000 active
SK-MEL-28: SK-MEL-28 melanoma. 4.1% of 81,000 active
HS 578T: HS 578T breast cancer; 4.1% of 78,000 active
MALME-3M: MALME-3M melanoma; 5.8% of 78,000 active; AID 1794766
An asterisk follows results filed as active; x = not tested or not shown. How the source made its calls: active means growth percent below 10; inactive means the rest.

Results follow in this order: SK-MEL-2	BT-549	T-47D	UACC-257	UACC-62	SK-MEL-28	HS 578T	MALME-3M
1	CC(=O)c1ccc(NC(=O)c2ccccc2CN2C(=O)c3ccccc3C2=O)cc1
→ 106	111	100	95	99	113	102	103
2	CCOC(=O)n1cc(-c2nonc2-c2cn(C)c3ccccc23)c2ccccc21
→ 37	55	41	69	31	57	29	41
3	Cn1c(N)nc2c(ncn2C2CC(O)C(CO)O2)c1=O (centres undefined)
→ 100	96	100	98	78	116	98	99
4	N#CC1(Nc2cccc(Cl)c2)CCCC1
→ 100	101	102	113	99	117	111	110
5	O=C(Nc1ccc(OS(=O)(=O)C2CC2)cc1)C12CC3CC(CC(C3)C1)C2
→ 111	91	84	104	95	108	123	150
6	Cc1ccc(S(=O)(=O)NCCCNc2cc(-c3cn(C(C)(C)C)nc3-c3cccc(F)c3)ccn2)cc1
→ 97	64	43	98	82	104	89	93
7	COc1cc(N)c2c(c1N)C(=O)c1ccccc1C2=O
→ 88	91	72	114	64	115	94	105
8	CCOC(=O)C1=C(C)NC(=O)NC1c1ccc(OCC(=O)N/N=C/c2ccc(Cl)cc2)cc1 (centres undefined)
→ 94	88	87	69	87	105	87	101
9	O=S1(=O)CCN(CCCc2ccccc2)CC1
→ 110	94	98	110	109	105	89	94
10	COc1cc(/C=N/c2n[nH]c(Nc3ccccc3)n2)cc(OC)c1OC
→ 106	99	88	110	96	104	102	100
11	Fc1ccc2nc(-c3c(-c4cccc5ccccc45)nc4sccn34)[nH]c2c1
→ 100	129	79	103	86	92	91	97
12	Cc1ccc(NC2C(=O)NC(=S)NC2=O)c(C)c1
→ 118	86	97	93	105	107	113	115
13	CC1(C)CC(=O)C2=C(C1)N(Cc1ccc(C(=O)O)cc1)C1=C(C(=O)CC(C)(C)C1)C2c1cccc([N+](=O)[O-])c1
→ 102	104	105	107	96	115	113	106
14	CC1CCC2(CC1)N=C(N)N=C(N)N2c1ccc(S(=O)(=O)Nc2ccccn2)cc1 (centres undefined)
→ 109	117	100	101	94	109	107	93
15	C(=N/NC1=NCCN1)/c1ccnc2ccccc12
→ x	101	103	x	108	108	110	99
16	CC(=O)c1cccc(Nc2ncnc3ccc(NC(=O)c4cccs4)cc23)c1
→ 82	44	16	90	43	72	77	73
17	O=C(CCCC(=O)N/N=C/c1ccc(Cl)cc1Cl)N/N=C\c1ccc(Cl)cc1Cl
→ 102	110	x	109	90	111	95	94
18	C=CCOc1c(C)cc(C#N)cc1C
→ 95	x	93	97	102	97	96	99
19	CCOc1ccc(Nc2nc(-c3c(C)nc4ncccn34)cs2)cc1
→ x	21	x	79	11	39	34	53
20	Cn1cc(-c2csc(-c3cn(CCCN4CCCCC4)c4ccc(F)cc34)n2)c2cccnc21
→ 93	71	92	71	x	-79*	82	-43*
21	Cn1cc(-c2nc(-c3c[nH]c4ncccc34)cs2)c2cc(F)ccc21
→ 28	58	24	53	48	61	67	x
22	Cc1cnc(Nc2ccc(OCCN3CCCC3)cc2)nc1NCc1ccco1
→ 98	78	x	96	87	103	80	105
23	Cc1cccc[n+]1Cc1ccccc1
→ 113	104	99	99	105	114	x	105
24	CCOC(=O)CC(C)(N)NC(N)=O (centres undefined)
→ 99	103	98	106	111	118	121	100
25	Clc1ccc2c(c1)Cc1cc(N=Cc3ccccc3Cl)ccc1-2
→ 93	88	64	x	81	121	71	90
26	CC(C)Cc1ccncc1
→ 98	103	x	103	100	110	96	101
27	CC=C(C(=O)OCCCCCCCC)C(=O)OCCCCCCCC
→ 101	108	75	x	106	121	104	93
28	CCOC(=O)C1=C(CSc2nnc(-c3ccccc3)o2)N(C)C(=O)NC1c1ccccc1 (centres undefined)
→ 98	85	75	117	91	105	84	91
29	Oc1ccccc1-c1nnc(CNc2ccc(Cl)cc2)o1
→ 30	41	31	12	8.2*	32	58	44
30	O=C1NCC(O)CN1
→ 110	109	113	102	94	114	100	111
31	CCCOC(=O)c1cc(O)ccc1O
→ 106	83	107	98	104	109	97	121
32	COc1ccccc1NC(=O)N/N=C/c1c[nH]c2ccccc12
→ -25*	16	36	55	20	44	24	55
33	COc1ccccc1-n1nccc1-c1nonc1C
→ 97	100	92	110	107	95	105	93
34	CCCCC1CCc2cccc3c(SCC(=O)N(C)c4ccc(Cl)cc4)cc[n+]1c23 (centres undefined)
→ 111	115	104	110	96	105	116	106
35	CC(C)S(=O)(=O)O
→ 102	114	95	114	121	126	94	99
36	COc1cc2c(cc1OC)C(c1ccc(S(N)(=O)=O)cc1)N(S(N)(=O)=O)CC2 (centres undefined)
→ 100	92	98	100	82	120	93	103
37	COC(=O)c1cc(N=C2NC(=O)/C(=C/c3ccc(Cl)c(Cl)c3)S2)ccc1O
→ 93	63	73	88	65	94	85	107
38	O=C(Nc1cccc(-c2cc(=O)c3ccccc3o2)c1)Nc1ccc2c(c1)OCO2
→ 104	98	x	95	95	91	96	93
39	CC(=O)[C@@H]1CC[C@@H](C)c2ccc(C)nc2C1
→ 103	112	95	100	97	109	105	103
40	CCCCCCN(CCCCCC)c1ccc(/C=C2/SC(=O)NC2=O)c(C)c1
→ 83	98	77	103	73	94	87	73
41	C/C(=N\NC(=S)Nc1ccccc1)c1sc(Nc2cccc(Cl)c2)nc1C
→ 106	90	89	109	87	95	99	117
42	Cc1ccc(C)c2c1SC1=NNC(N3CCOCC3)=C(C#N)C(=N)N12
→ 110	99	95	100	98	112	102	121
43	O=C1CCC(C(=O)NNc2ccc(C(F)(F)F)cc2)N1 (centres undefined)
→ 97	99	91	102	96	110	92	103
44	CN(C)c1ccc(Sc2ccc3nc(N)nc(N)c3c2)cc1
→ 74	67	48	39	20	56	39	56
45	O=c1c(OCc2cn(Cc3ccc(F)cc3)nn2)c(-c2ccc(O)cc2)oc2cc(OCc3cn(Cc4ccc(F)cc4)nn3)cc(O)c12
→ 84	49	53	84	42	40	46	53
46	COCCCNc1nc(Cl)nc(NCCCOC)n1
→ 112	112	108	73	94	114	98	101
47	CCCCCCCCn1ccc2cc(NC(=O)Cn3cc(-c4ccc(C)cc4)nn3)ccc21
→ 109	104	79	94	60	90	66	85
48	CCN(CC)c1ccc(/C=C\c2cc(C)c3cc(C)ccc3n2)cc1
→ 14	-12*	-22*	24	37	51	43	33
49	O=C(NCCNc1nccc(-c2c(-c3cccc(O)c3)nc3sccn23)n1)c1cc(C(F)(F)F)cc(C(F)(F)F)c1
→ 101	108	88	66	28	62	x	27
50	CN(C)CCCSc1ccccc1NC1=C(Cl)C(=O)C(Nc2ccccc2SCCCN(C)C)=C(Cl)C1=O
→ 44	x	-43*	85	61	104	87	-29*
51	CC(=O)O.[In]
→ 98	105	103	94	102	112	x	109
52	COc1ccccc1NCc1cccn1Cc1ccc(F)cc1
→ 106	93	97	102	90	97	105	101
53	CO/N=C1/C=C(C)C(=O)C(C)=C1C
→ 100	98	99	99	99	116	102	102
54	CC(=O)Nc1c(Cl)cc2c(c1Cl)Cc1cc(C#N)ccc1-2
→ x	x	63	86	49	89	x	92
55	c1ccc(-c2nc(NCCc3c[nH]c4ccccc34)c3ccccc3n2)cc1
→ 90	100	73	110	78	102	97	116
56	C=C(C)[C@@H]1CC[C@]2(COCCCN)CC[C@]3(C)[C@H](CC[C@@H]4[C@@]5(C)CC[C@H](OCCCN)C(C)(C)[C@@H]5CC[C@]43C)[C@@H]12
→ 104	102	82	105	100	104	84	97
57	CCCCCC(C(=O)OCC)C(=O)OCC
→ 133	124	125	122	118	105	95	110
58	O=C(O)c1ccccc1C(=O)c1ccccc1
→ 74	127	102	92	97	112	125	131
59	CCC(O)c1ccc(Br)cc1NC(=O)c1cccc(Cl)c1 (centres undefined)
→ 34	43	21	7.7*	-28*	29	51	-3.4*
60	COc1ccc(C2C=C(n3nc(-c4ccccc4)nc3-c3ccccc3)NC(=S)N2)cc1 (centres undefined)
→ 120	98	114	99	98	108	93	109

Along the list, quoted from above.
UACC-257 for nos. 49–55, in order: 66, 85, 94, 102, 99, 86, 110
MALME-3M for nos. 49–55, in order: 27, -29*, 109, 101, 102, 92, 116
SK-MEL-2 for nos. 49–55, in order: 101, 44, 98, 106, 100, x, 90

Following part:
Results follow in this order: SK-MEL-2	BT-549	T-47D	UACC-257	UACC-62	SK-MEL-28	HS 578T	MALME-3M
61	CC(=O)C(=Cc1ccc(Cl)cc1)C(C)=O
→ 106	108	100	95	x	108	110	x
62	C/C(=N\NC(=O)c1cc(O)c(O)c(O)c1)c1cccnc1
→ x	101	91	97	112	119	113	99
63	Cc1nc2c(c3nnc(-c4ccc(Cl)cc4)n13)CC(C)c1ccccc1N2C (centres undefined)
→ 89	94	45	108	93	104	93	92
64	CC(C)CN(CC(C)C)c1ccc([N+](=O)[O-])cc1[N+](=O)[O-]
→ 106	104	106	98	73	118	119	99
65	O=S(=O)(O)c1ccc(O)c2ccccc12
→ 97	92	99	112	101	109	102	127
66	Cc1nc(-c2ccc(N)cc2)ccc1C(=O)N=Nc1c(O)[nH]c2ccc(Br)cc12
→ 108	116	94	118	96	106	110	103
67	Cc1ccc(-c2cc(/C=N\O)no2)cc1C
→ 118	94	x	96	95	99	99	97
68	CNC(=O)c1cc(Oc2ccc3nc(NC(=O)c4cccc(OC(F)(F)F)c4)sc3c2)ccn1
→ x	137	63	78	78	85	70	77
69	Cc1ccc(C2SCC(=O)N2Cc2ccccc2)cc1 (centres undefined)
→ 100	99	95	98	92	106	103	93
70	NS(=O)(=O)c1ccc(CCn2c(SCc3ccc(Cl)cc3)nc3ccccc3c2=O)cc1
→ 94	107	94	96	85	110	83	95
71	O=C(O)c1cn(C2CC2)c2cc(N3CCN(C(=O)N(c4ccccc4)c4nc(-c5ccc(Br)cc5)cs4)CC3)c(F)cc2c1=O
→ 100	88	89	93	74	92	86	102
72	C=CCOC(=O)Nc1cccn([C@H](Cc2ccccc2)C(=O)NCCC(C)C)c1=O
→ 115	132	94	102	97	98	103	103
73	O=S1(=O)N=C(N=Cc2c(O)[nH]c3ccccc23)c2ccccc21
→ 98	99	93	105	96	104	103	114
74	CN1CCc2nc(N)sc2C1
→ 103	109	104	111	95	108	97	104
75	Cc1ccc(C(C(=O)NC2CCCCC2)N(C(=O)C2CCc3cc(F)ccc3O2)c2ccc(F)cc2F)cc1 (centres undefined)
→ 93	80	75	79	79	92	88	91
76	CCNc1nc2c(cnn2C)c(=O)[nH]1
→ 103	102	93	115	107	118	93	x
77	C=CC(=O)N1c2ccccc2N(C(=O)C=C)C(C)C1C (centres undefined)
→ 87	65	60	73	69	92	86	72

Quoted at random: 7 compounds from above, in no set order.
Results follow in this order: SK-MEL-2	BT-549	T-47D	UACC-257	UACC-62	SK-MEL-28	HS 578T	MALME-3M
69	Cc1ccc(C2SCC(=O)N2Cc2ccccc2)cc1 (centres undefined)
→ 100	99	95	98	92	106	103	93
71	O=C(O)c1cn(C2CC2)c2cc(N3CCN(C(=O)N(c4ccccc4)c4nc(-c5ccc(Br)cc5)cs4)CC3)c(F)cc2c1=O
→ 100	88	89	93	74	92	86	102
76	CCNc1nc2c(cnn2C)c(=O)[nH]1
→ 103	102	93	115	107	118	93	x
75	Cc1ccc(C(C(=O)NC2CCCCC2)N(C(=O)C2CCc3cc(F)ccc3O2)c2ccc(F)cc2F)cc1 (centres undefined)
→ 93	80	75	79	79	92	88	91
67	Cc1ccc(-c2cc(/C=N\O)no2)cc1C
→ 118	94	x	96	95	99	99	97
70	NS(=O)(=O)c1ccc(CCn2c(SCc3ccc(Cl)cc3)nc3ccccc3c2=O)cc1
→ 94	107	94	96	85	110	83	95
68	CNC(=O)c1cc(Oc2ccc3nc(NC(=O)c4cccc(OC(F)(F)F)c4)sc3c2)ccn1
→ x	137	63	78	78	85	70	77

Of the compounds above, these contain a nitro group on carbon.
Results follow in this order: SK-MEL-2	BT-549	T-47D	UACC-257	UACC-62	SK-MEL-28	HS 578T	MALME-3M
13	CC1(C)CC(=O)C2=C(C1)N(Cc1ccc(C(=O)O)cc1)C1=C(C(=O)CC(C)(C)C1)C2c1cccc([N+](=O)[O-])c1
→ 102	104	105	107	96	115	113	106
64	CC(C)CN(CC(C)C)c1ccc([N+](=O)[O-])cc1[N+](=O)[O-]
→ 106	104	106	98	73	118	119	99

Screens from PubChem BioAssay.
